# NALP1 inh = blocks the NALP1 inflammasome reconstituted in yeast. AID 2071. inhibition, % at 10 µM. S. cerevisiae NALP1/ASC/caspase-1 growth, X-gal OD620, 72 h. 280,000 tested, 0.61% active; in the data active means inhibition mostly above about 24%, no sharp cut-off; inactive means mostly below about 32%; further: some compounds called inactive have numbers as strong as hits
# V1aR counter = activates human V1a receptor in oxytocin agonist counter-screen | P37288 | CHO-V1R cells, Fluo-8 calcium fluorescence, agonist mode; 0% DMSO, 100% 3 nM vasopressin | activation, % at 3 µM | 320,000 tested, 0.25% active;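 active means activation above the mean activation of all tested compounds plus 3 SD, per screening run, cut at about 20% in these data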;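 further: signal is peak over basal fluorescence ratio across a 100 second FLIPR read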
# PHOSPHO1 block = blocks human PHOSPHO1 phosphatase activity; recombinant PHOSPHO1, absorbance phosphatase assay; AID 1565; inhibition, % at 13.3 µM; 290,000 tested, 1.1% active; Q8TCT1; in the data active means inhibition above about 60%
# MEKK3 PB1 HTS = raises or lowers MEK5 binding to the human MEKK3 PB1 domain | AID 1529 | 290,000 tested, 1.4% active | binding response (% of control), % at 10 µM | bead-based flow cytometry, Alexa488-MEK5 binding to MEKK3; actives lie on both sides; 0 = blocked by unlabeled MEK5, 100 = vehicle | Q99759;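 active means binding response more than 3 SD above or below the average of its plate-row segment, actives on both sides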;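 further: Alexa488 bead fluorescence after subtracting the streptavidin-only scavenger bead signal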
# GalR3 antag = blocks the human galanin receptor 3. HEK293 GalR3-CNG cAMP membrane potential fluorescence; galR3 body fused to GalR1 C-terminus. O60755. inhibition, % at 3 µM. 360,000 tested, 0.44% active;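 active means inhibition above the screen-wide average plus 3 SD, cut at about 13% in these data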;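 further: forskolin and galanin both at EC90 stimulate the cells; cAMP rise reported by CNG channel membrane potential dye signal; 0% = forskolin plus galanin with DMSO and 100% = forskolin alone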
# Target sequence (O60755 1-299 limits assumed): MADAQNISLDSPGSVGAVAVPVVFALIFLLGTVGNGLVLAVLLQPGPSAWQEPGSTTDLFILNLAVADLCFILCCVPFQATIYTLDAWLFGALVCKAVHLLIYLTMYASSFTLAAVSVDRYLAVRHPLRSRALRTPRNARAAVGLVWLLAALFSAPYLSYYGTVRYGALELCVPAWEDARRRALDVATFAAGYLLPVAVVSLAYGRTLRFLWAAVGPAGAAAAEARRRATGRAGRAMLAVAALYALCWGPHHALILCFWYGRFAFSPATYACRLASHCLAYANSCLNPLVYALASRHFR
# OXTR ag = activates the human oxytocin receptor; activation, % at 3 µM; 320,000 tested, 0.32% active; CHO-OTR cells, Fluo-8 calcium fluorescence; normalized: DMSO 0%, oxytocin 100%; P30559;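 active means activation above the mean of all tested compounds plus 3 SD, cutoff set per screening run, cut at about 20% in these data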;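 further: peak over basal fluorescence ratio from a 100 s FLIPR kinetic read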
# Target sequence (P30559 whole entry, looked up): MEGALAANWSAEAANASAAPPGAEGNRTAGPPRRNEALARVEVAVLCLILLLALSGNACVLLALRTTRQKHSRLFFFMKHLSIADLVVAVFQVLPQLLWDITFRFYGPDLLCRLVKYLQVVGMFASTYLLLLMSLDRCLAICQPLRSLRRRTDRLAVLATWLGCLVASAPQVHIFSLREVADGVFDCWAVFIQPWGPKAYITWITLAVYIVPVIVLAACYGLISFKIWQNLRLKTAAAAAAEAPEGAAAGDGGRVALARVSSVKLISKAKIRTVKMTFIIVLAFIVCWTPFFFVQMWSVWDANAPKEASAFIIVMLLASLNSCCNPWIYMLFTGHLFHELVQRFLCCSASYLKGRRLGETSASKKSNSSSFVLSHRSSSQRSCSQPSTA
# GPR7 antag = blocks human GPR7 receptor signaling. P48145. AID 1861. 290,000 tested, 1.1% active. inhibition, % at 4.4 µM. GPR7-expressing cells, fluorescence antagonist assay; in the data active means inhibition above about 16%, passing the limit was not always enough;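 further: cells stimulated with the agonist NPW; 0% = agonist with vehicle and 100% = vehicle without agonist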
# Target sequence (P48145 whole entry, looked up): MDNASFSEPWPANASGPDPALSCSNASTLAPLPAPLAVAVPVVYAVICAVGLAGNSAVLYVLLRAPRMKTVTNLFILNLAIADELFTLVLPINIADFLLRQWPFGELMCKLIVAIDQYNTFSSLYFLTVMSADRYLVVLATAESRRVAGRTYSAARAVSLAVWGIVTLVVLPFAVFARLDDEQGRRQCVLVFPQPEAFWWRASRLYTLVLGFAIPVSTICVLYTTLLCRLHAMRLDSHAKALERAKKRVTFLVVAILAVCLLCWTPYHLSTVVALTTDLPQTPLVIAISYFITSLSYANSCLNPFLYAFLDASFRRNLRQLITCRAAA
# MEKK2mut PB1 HTS = signal of MEK5 binding to mutant human MEKK2 PB1 domain | bead flow cytometry, Alexa488-MEK5 binding to MEKK2 mutant | percent response, % at 10 µM | 290,000 tested, 0.35% active; in the data active means percent response above about 24%, passing the limit was not always enough; further: inactives centre near 1; some results filed as inactive read as strong as hits; reference of the scale not given here
# MEKK2wt PB1 HTS = raises or lowers MEK5 binding to wildtype human MEKK2 PB1 domain. AID 1531. 290,000 tested, 1.1% active. binding response (% of control), % at 10 µM. Q9Y2U5. bead flow cytometry, Alexa488-MEK5 binding to MEKK2 WT; actives lie on both sides; in the data active means binding response below about 67% or above about 130%
# Starred values were filed as active, the others as inactive; · = not tested or not shown; & = joins results of further samples; [ ] = another dose, or the depositor's remark.
# The opening 13 compounds, to show the layout:
SMILES,NALP1 inh,V1aR counter,PHOSPHO1 block,MEKK3 PB1 HTS,GalR3 antag,OXTR ag,GPR7 antag,MEKK2mut PB1 HTS,MEKK2wt PB1 HTS
COc1ccc(CCN2C(=O)NC(NS(=O)(=O)c3ccc(Cl)cc3)(C(F)(F)F)C2=O)cc1OC (configuration not stated),-4,-0.3,-36,120,-7,0.4,-8,-1,100
CN(c1ccccc1)S(=O)(=O)c1ccc(C(=O)OCC(=O)NCc2cccs2)cc1,·,-1.0,19,98,-3,-2.1,-5,-3,96
Cn1c(=O)c2c(n3cnnc13)-c1ccccc1CC21CCCC1,19,-1.4,-26,110,-9,-1.3,-12,2,96
COc1ccc(C=O)cc1OC1C=CCCC1 (configuration not stated),12,-0.8,11,108,-10,-0.6,-5,7,109
C/C(=N\Nc1ccc(C)c(Cl)c1)c1ccncc1,15,-0.7,23,97,-4,-1.4,-8,4,101
COc1cccc(NC(=O)CN2CCN(C(=O)c3ccco3)CC2)c1,10,0.3,29,104,-3,-0.4,-10,6,105
O=C(Nc1cccc(OCC(=O)N2CCOCC2)c1)c1cccc(Cl)c1,6,0.9,31,101,-2,0.4,-9,5,104
O=C(C/C=N/OCc1ccc(Cl)cc1Cl)c1ccccc1,-6,-0.8,-11,99,4,-1.4,-17,-3,96
O=C(CO)N/N=C/c1c2ccccc2cc2ccccc12,-78,-1.1,25,99,-3,-0.3,-4,-2,99
CC(=O)Nc1ccc2c(c1)ncn2C,-2,1.1,3,99,-1,-0.7,-9,-2,98
O=C1NC(=Nc2ccccc2)S/C1=C\c1ccccc1,6,0.1,50,109,-8,-0.6,-2,3,107
CCOc1ccc(C(=O)CCC(=O)O)cc1,-1,0.2,16,104,·,0.1,-2,11,106
COC(=O)C(Cc1ccccc1)NC(=O)CC(C)CC(=O)Nc1ccc(C)cc1 (configuration not stated),0,-0.2,39,109,-4,-1.4,-15,3,107

# All compounds of this part, from the first entry:
SMILES,NALP1 inh,V1aR counter,PHOSPHO1 block,MEKK3 PB1 HTS,GalR3 antag,OXTR ag,GPR7 antag,MEKK2mut PB1 HTS,MEKK2wt PB1 HTS
COc1ccc(CCN2C(=O)NC(NS(=O)(=O)c3ccc(Cl)cc3)(C(F)(F)F)C2=O)cc1OC (configuration not stated),-4,-0.3,-36,120,-7,0.4,-8,-1,100
CN(c1ccccc1)S(=O)(=O)c1ccc(C(=O)OCC(=O)NCc2cccs2)cc1,·,-1.0,19,98,-3,-2.1,-5,-3,96
Cn1c(=O)c2c(n3cnnc13)-c1ccccc1CC21CCCC1,19,-1.4,-26,110,-9,-1.3,-12,2,96
COc1ccc(C=O)cc1OC1C=CCCC1 (configuration not stated),12,-0.8,11,108,-10,-0.6,-5,7,109
C/C(=N\Nc1ccc(C)c(Cl)c1)c1ccncc1,15,-0.7,23,97,-4,-1.4,-8,4,101
COc1cccc(NC(=O)CN2CCN(C(=O)c3ccco3)CC2)c1,10,0.3,29,104,-3,-0.4,-10,6,105
O=C(Nc1cccc(OCC(=O)N2CCOCC2)c1)c1cccc(Cl)c1,6,0.9,31,101,-2,0.4,-9,5,104
O=C(C/C=N/OCc1ccc(Cl)cc1Cl)c1ccccc1,-6,-0.8,-11,99,4,-1.4,-17,-3,96
O=C(CO)N/N=C/c1c2ccccc2cc2ccccc12,-78,-1.1,25,99,-3,-0.3,-4,-2,99
CC(=O)Nc1ccc2c(c1)ncn2C,-2,1.1,3,99,-1,-0.7,-9,-2,98
O=C1NC(=Nc2ccccc2)S/C1=C\c1ccccc1,6,0.1,50,109,-8,-0.6,-2,3,107
CCOc1ccc(C(=O)CCC(=O)O)cc1,-1,0.2,16,104,·,0.1,-2,11,106
COC(=O)C(Cc1ccccc1)NC(=O)CC(C)CC(=O)Nc1ccc(C)cc1 (configuration not stated),0,-0.2,39,109,-4,-1.4,-15,3,107
COC(=O)CCC(=O)OC1(C)C(=O)C2=CN(CCCCO)C(c3ccc(OC)cc3)=CC2=C(Br)C1=O (configuration not stated),-80,1.2,-19,92,·,0.6,0,-6,85
O=C(NC(=S)N1CCCC(C(F)(F)F)C1)c1ccc(F)cc1 (configuration not stated),-2,-0.6,-112,100,-11,-0.2,-3,0,95

# An excerpt of these results, with tabs.
mol	NALP1 inh	V1aR counter	PHOSPHO1 block	MEKK3 PB1 HTS	GalR3 antag	OXTR ag	GPR7 antag	MEKK2mut PB1 HTS	MEKK2wt PB1 HTS
O=C(CO)N/N=C/c1c2ccccc2cc2ccccc12	-78	-1.1	25	99	-3	-0.3	-4	-2	99
COc1ccc(CCN2C(=O)NC(NS(=O)(=O)c3ccc(Cl)cc3)(C(F)(F)F)C2=O)cc1OC (configuration not stated)	-4	-0.3	-36	120	-7	0.4	-8	-1	100
CN(c1ccccc1)S(=O)(=O)c1ccc(C(=O)OCC(=O)NCc2cccs2)cc1	·	-1.0	19	98	-3	-2.1	-5	-3	96

# (more compounds)
SMILES,NALP1 inh,V1aR counter,PHOSPHO1 block,MEKK3 PB1 HTS,GalR3 antag,OXTR ag,GPR7 antag,MEKK2mut PB1 HTS,MEKK2wt PB1 HTS
CCOC(=O)c1csc(-c2ccc([N+](=O)[O-])cc2)n1,8,-1.3,32,108,0,-2.4,-3,-3,105
Cc1ccc(CC(=O)NC2CCCc3ccccc32)cc1C (configuration not stated),6,-1.2,39,99,0,-1.8,-11,-1,99
NC(N)=N/N=C/c1ccc(Br)cc1,4,1.9,36,102,-7,3.1,7,5,109
Cc1cccc(OCC(O)CN2CCN(CCN3C(=O)c4cccc5cccc(c45)C3=O)CC2)c1C (configuration not stated),17,-2.0,53,105,-8,-1.2,-15,18,146*
COC(=O)c1ccc(N)c(N=CC2=C(O)CC(C)(C)CC2=O)c1,23,4.1,4,95,1,4.2,-5,-4,95
CCOC(=O)c1cccc(NC(=O)/C=C/c2ccc3c(c2)OCO3)c1,25,0.2,-7,88,2,-1.7,-6,-2,93
CC(C)n1c(C(=O)OCC(=O)NCc2ccc3c(c2)OCO3)cc2sccc21,-4,0.4,11,106,-10,-1.0,-6,2,108
CCOC(=O)c1c(NC(=O)CN2C(=O)NC(C)(c3ccccc3)C2=O)sc(C)c1C (configuration not stated),19,1.8,23,96,-6,-0.5,-1,-2,93
CCN1/C(=C/C(C)=C/c2sc3ccccc3[n+]2CC)Sc2ccccc21,8,15,44,25*[inhibitor],-5&-4,18,2,-46,1.0*[inhibitor]
COC(=O)c1cccc(Nc2c3c(nc4ccccc24)CCC3)c1,15,·,27,101,-3,·,-3,-2,104
CC(C)(C)C(=O)O/N=C(\N)c1c(Cl)cccc1Cl,22,-0.2,-3,91,-4,-1.0,-8,-13,96
O=C(N[C@@H](Cc1ccccc1)C(=O)NC1CC1)c1ccc(Cl)cc1,36,-0.1,39,102,4,0.1,-24,2,103
O=S(=O)(NC1CC1)c1ccc(S(=O)(=O)N2CCc3ccccc32)cc1,6,5.9,3,106,-2,7.6,22*,6,104
O=C(CSc1nc2ccc(Cl)cc2[nH]1)c1ccc2c(c1)OCO2,-19,0.8,55,103,-3,0.1,-9,5,101
Cc1cc(-c2ccccc2)nc(SCc2ccc(C(=O)O)cc2)n1,0,·,·,102,-10,·,-17,2,103
O=C(Oc1ccc(-c2nnco2)cc1)N(c1ccccc1)c1ccccc1,33,-0.7,17,103,-3,-2.9,-14,2,105
CCOC(=O)c1cnc(N2CCOCC2)[nH]c1=O,3,-1.0,14,103,-4,0.0,0,-5,96
Cc1ccc(-n2c(SCC(=O)N/N=C/c3c(C)nn(-c4ccccc4)c3C)nc3ccccc3c2=O)cc1,-2,-1.2,-24,101,-5,-1.2,-6,12,102
O=[N+]([O-])c1cc([N+](=O)[O-])c(Oc2c(F)ccc(F)c2F)cc1NN1CCCCC1,5,0.1,-7,103,-6,-1.4,-14,2,94
Cc1nnc(SCC(=O)NCCN2C(=O)CSC2=O)n1-c1ccccc1,11,2.1,11,98,-1,2.7,-16,-2,98
c1ccc(CNC23CC4CC(CC(C4)C2)C3)nc1,-6,-0.1,-92,99,-5,0.4,10,0,98
CC(C)C(=O)NC(c1ccccc1)c1cc([N+](=O)[O-])c2cccnc2c1O (configuration not stated),21,-0.8,-2,90,-5,-2.7,-4,-3,93
Oc1ccc(C=Nc2ccccc2-c2nc3ccccc3[nH]2)c(O)c1,31,0.0,7,97,-3,-1.4,-4,9,92
CC(=O)Nc1cccc(C(=O)OCCCOc2ccc(F)cc2)c1,17,4.5,29,104,-3,1.7,-6,5,109
COCCn1c(CN2CCN(c3ccc(F)cc3)CC2)nc2c1c(=O)n(C)c(=O)n2C,-2,·,20,95,·,·,-14,5,88
CCc1nnc(NC(=O)C2Cc3ccccc3C(=O)O2)s1 (configuration not stated),-5,0.4,-15,97,·,-0.5,-7,-2,99
CC(=O)OCC(=O)Nc1ccc(Br)c(C)c1,14,0.8,32,105,-6,0.5,-11,-3,99
CCC12CN3CC(CC)(CN(C1)C3c1c(O)ccc3ccccc13)C2=O (configuration not stated),7,·,7,93,-6,·,-20,-7,97
O=C1SCC(c2ccccc2)=NN1Cc1ccccc1,27,-1.4,3,100,-5,-2.3,2,2,104
CCc1ccc(NC(=S)N(CCCN2CCOCC2)Cc2ccccn2)cc1,14,0.1,9,107,1,-1.4,-10,1,110
Cc1ncc(CN2CCC(CO)(Cc3ccccc3)CC2)s1,17,0.4,32,99,-6,0.2,-6,-1,89
O=C(NCCCN1CCOCC1)/C(=C/c1cccs1)NC(=O)c1ccccc1,-11,1.0,2,97,-10,-0.4,-4,-1,96
CCOc1ccc(CN(C)CC(O)COC(c2ccc(OC)cc2)c2ccc(OC)cc2)cc1 (configuration not stated),22,8.6,28,112,-10,12,31*,35*,180*
COc1ccc(Nc2ccc3c(c2)=NC2(CCCCC2)[N+]=3[O-])cc1,40*,-0.5,50,99,-2,-1.6,1,1,100
CC(OC(=O)Cn1c(C(F)(F)F)nc2ccccc21)C(=O)N1CCCc2ccccc21 (configuration not stated),-8,1.7,12,101,-3,0.7,-7,1,104
CCOc1cc(C(=O)NC(=S)Nc2nc(C)cc(C)n2)cc(OCC)c1OCC,-2,-0.8,22,99,-9,-1.9,-9,-3,98
Cc1cc(C)nc(SCc2nnc(SCC(=O)Nc3nccs3)n2Cc2ccco2)n1,-10,0.0,32,99,6,-2.0,-13,-1,106
CCOc1ccccc1NC(=O)/C(C#N)=C/c1cccnc1,6,·,21,94,1,·,-2,-5,94
CCN1CCN(C(=O)C2CC(=O)N(c3ccc(Cl)cc3)C2)CC1 (configuration not stated),-19,-0.3,23,100,-7,0.0,1,2,98
Cc1cccn2c(=O)c(/C=C(\C#N)C(=O)NCc3ccco3)c(N3CCCCC3)nc12,15,-0.9,-4,109,-1,-2.3,-4,0,100
CCC1(CC)NC(=O)N(CC(=O)OCC(=O)NC(=O)c2ccc(Cl)cc2)C1=O,-8,0.1,18,107,1,6.2,-9,10,106
Fc1ccc(-c2nnc(CSc3nnc(-c4cccs4)o3)o2)cc1,0,0.1,22,97,-4,-0.9,-14,-1,96
COc1ccc(CNC(=O)CN2c3ccccc3S(=O)(=O)c3ccccc32)cc1,21,4.8,3,103,-7,2.3,-11,1,106
Cc1ccc(S(=O)(=O)N2CCOCC2)cc1C(=O)NCCCn1ccnc1,-4,1.8,3,·,4,0.7,3,·,·
COc1ccc(Nc2cc(Nc3cccc(OC)c3)ncn2)cc1,28,0.2,-3,93,-11,-0.8,5,-13,99

# Screens deposited in PubChem by several laboratories.
